CHO parental Ca: counter-screen for OX1R antagonists: effect in parental CHO cells; parental CHO-K1, ATP-induced calcium, Fluo-8 fluorescence; inhibition, % at 5.6 µM; actives 0.63% (n = 330,000);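 active = inhibition above that plate's mean sample inhibition plus 3 SD, cut at about 26% in these data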;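 note: 0% = ATP-challenged DMSO wells and 100% = DMSO wells without ATP; some compounds past the cut are filed as inactive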
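material = parental CHO cells | also added = ATP as calcium-mobilizing challenge | dosing = single point at 5.6 µM | detection = intracellular calcium via Fluo-8 no-wash fluorescent dye | read-out = % inhibition | benchmarks = low control ATP plus DMSO, high control DMSO only | repeats = one well per compound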
CHO-K1 Ca antag: nonselective inhibitor or artifact in parental CHO-K1 cells; inhibition, % at 3 µM; actives 0.6% (n = 360,000); ATP-induced calcium, Fluo-8 fluorescence; AID 602250;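 active = inhibition above a per-plate cutoff, the plate's mean sample inhibition plus 3 SD, cut at about 24% in these data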;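 note: 0% = DMSO plus EC80 ATP and 100% = DMSO alone without ATP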
GPR7 antagonist: human neuropeptides B/W receptor 1 antagonism | actives 1.1% (n = 290,000) | GPR7-expressing cells, fluorescence antagonist assay | AID 1861 | inhibition, % at 4.4 µM | P48145; in the data active = inhibition above about 16%, passing the limit was not always enough;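 note: cells stimulated with the agonist NPW; 0% = agonist with vehicle and 100% = vehicle without agonist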
OXTR potentiator: potentiators of human oxytocin receptor; P30559; CHO-OTR cells, Fluo-8 calcium fluorescence, potentiator mode; 0% = oxytocin EC15, 100% = EC100; activation, % at 3 µM; actives 0.061% (n = 320,000); AID 2445;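 active = activation above that plate's cutoff, the mean activation of tested compounds plus 3 SD, cut at about 6.6% in these data, passing the limit was not always enough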;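 note: 100% uses oxytocin at 75 nM as the full agonist control; some results filed as inactive read as strong as hits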
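Material: human OTR in CHO cells. Compound: 3.0 µM, one dose. Timing: compound 6 min at room temperature before oxytocin, 100 s read. Evaluation: % activation of max/min ratio relative to oxytocin controls. Replication: single well per compound, singlicate. Signal: Fluo-8 calcium dye fluorescence.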
TAAR1 antag: human TAAR1 antagonism. Q96RJ0. CHO RD-HGA16 TAAR1, Fluo-8 calcium fluorescence, antagonist. inhibition, % at 3 µM. actives 1.5% (n = 360,000);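 active = inhibition above a per-plate cutoff, the mean inhibition of test compounds on that plate plus 3 SD, cut at about 49% in these data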;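 note: 0% = DMSO plus EC80 beta-PEA response and 100% = DMSO alone without agonist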
Target sequence (Q96RJ0 whole entry, looked up): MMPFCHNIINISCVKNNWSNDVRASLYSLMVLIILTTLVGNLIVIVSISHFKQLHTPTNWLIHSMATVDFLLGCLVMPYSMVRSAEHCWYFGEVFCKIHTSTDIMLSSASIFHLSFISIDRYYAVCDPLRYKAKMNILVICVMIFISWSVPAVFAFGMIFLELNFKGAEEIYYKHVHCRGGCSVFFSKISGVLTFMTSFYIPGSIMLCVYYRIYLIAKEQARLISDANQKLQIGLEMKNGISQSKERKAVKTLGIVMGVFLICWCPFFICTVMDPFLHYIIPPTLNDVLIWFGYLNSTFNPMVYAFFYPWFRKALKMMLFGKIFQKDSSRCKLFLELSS
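System: RD-HGA16 CHO cells with stable hTAAR1 and Gα16 | Probe or stimulus: EC80 β-phenethylamine stimulus | Dosing: 3 µM, single point | Times: Dye loading 75 min at 37 °C, then 30 min room temperature | Measured by: Fluo-8 calcium-sensitive fluorescence | Read-out basis: % inhibition of agonist calcium response | Replicates: n of 1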
V1R ag counter: counter-screen for oxytocin receptor agonists: human V1a receptor agonists; AID 2797; activation, % at 3 µM; CHO-V1R cells, Fluo-8 calcium fluorescence, agonist mode; 0% DMSO, 100% 3 nM vasopressin; actives 0.25% (n = 320,000);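 active = activation above the mean activation of all tested compounds plus 3 SD, per screening run, cut at about 20% in these data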;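 note: signal is peak over basal fluorescence ratio across a 100 second FLIPR read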
Target sequence (P37288 whole entry, looked up): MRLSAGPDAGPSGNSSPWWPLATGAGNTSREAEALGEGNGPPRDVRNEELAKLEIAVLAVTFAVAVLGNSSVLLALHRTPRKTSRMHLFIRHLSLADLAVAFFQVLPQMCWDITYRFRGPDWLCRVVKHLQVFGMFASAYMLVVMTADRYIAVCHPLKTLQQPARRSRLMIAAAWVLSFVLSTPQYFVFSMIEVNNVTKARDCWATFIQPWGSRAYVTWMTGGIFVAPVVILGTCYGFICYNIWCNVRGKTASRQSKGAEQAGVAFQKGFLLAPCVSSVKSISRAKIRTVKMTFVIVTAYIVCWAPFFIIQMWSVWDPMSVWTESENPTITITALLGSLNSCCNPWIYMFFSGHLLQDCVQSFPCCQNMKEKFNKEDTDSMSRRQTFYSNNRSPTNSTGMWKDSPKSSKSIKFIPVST
OXTR ag: human OXTR agonism. P30559. CHO-OTR cells, Fluo-8 calcium fluorescence; normalized: DMSO 0%, oxytocin 100%. activation, % at 3 µM. actives 0.32% (n = 320,000);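 active = activation above the mean of all tested compounds plus 3 SD, cutoff set per screening run, cut at about 20% in these data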;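 note: peak over basal fluorescence ratio from a 100 s FLIPR kinetic read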
M1 PAM parental: nonselective activator or artifact in parental CHO-K1 calcium assay. ATP EC20, Fluo-8 calcium fluorescence; 0% at ATP EC20, 100% at ATP max. activation, % at 3 µM. actives 0.02% (n = 360,000);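 active = activation above the run cutoff, the mean activation of all test compounds plus 3 SD, cut at about 40% in these data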;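 note: peak over basal fluorescence ratio in a 140 s read after ATP addition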
M1 ag parental: nonselective activator or artifact in parental CHO-K1 cells | Fluo-8 calcium fluorescence; scaled to maximal ATP response, vehicle zero | activation, % at 3 µM | actives 0.48% (n = 360,000); in the data active = activation above about 15%;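 note: untransfected CHO-K1 host cells lacking M1 receptor as counterscreen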
Active calls of the source: *.

For O=C(NC1CC1)C1CCN(C2CCN(C(=O)Cc3ccc4c(c3)OCO4)CC2)CC1 the results were CHO parental Ca -6, CHO-K1 Ca antag -4, GPR7 antagonist -15, OXTR potentiator -15, TAAR1 antag -15, V1R ag counter 0.4, OXTR ag 0.6, M1 PAM parental 12 and M1 ag parental 0.4.
Screening COc1cccc(CN(C)Cc2cc(=O)oc3cc(O)c(Cl)cc23)c1 returned CHO parental Ca -12, CHO-K1 Ca antag 5, GPR7 antagonist -15, OXTR potentiator -14, TAAR1 antag -4, V1R ag counter 1.9, OXTR ag 2.4, M1 PAM parental -3 and M1 ag parental -0.1.
For CCCCOc1ccc(NC(=O)CCSc2nccn2C)cc1 the results were CHO parental Ca 6, CHO-K1 Ca antag -4, GPR7 antagonist -11, OXTR potentiator -12, TAAR1 antag -8, V1R ag counter -1.9, OXTR ag -2.2, M1 PAM parental 2 and M1 ag parental 0.1.
For O=C(Nc1ccc(N2CCOCC2)cc1)C1=NN(c2ccccc2)C(=O)CC1 the results were CHO-K1 Ca antag 1, TAAR1 antag -6, M1 PAM parental -3 and M1 ag parental 0.3.
For COc1cccc(C(=O)NC2CC3CCCC(C2)N3CC(=O)Nc2ccc(N(C)C)cc2)c1 (stereo unspecified) the results were CHO parental Ca -24, CHO-K1 Ca antag -12, GPR7 antagonist -2, OXTR potentiator -12, TAAR1 antag 5, V1R ag counter 1.3, OXTR ag -1.6, M1 PAM parental 11 and M1 ag parental 0.9.
`CCN1C(=O)[C@H]2[C@@H](c3ccc(C(F)(F)F)cc3)N[C@]3(CCCN(Cc4ccc(Cl)cc4)C3=O)[C@H]2C1=O` gave CHO-K1 Ca antag -5, TAAR1 antag -17, M1 PAM parental 14 and M1 ag parental 0.2.
`Cc1ncc(CN2CCCC(C(=O)Nc3ccc(-n4ccnc4C)cc3)C2)cn1` (stereo unspecified) gave CHO parental Ca 6, CHO-K1 Ca antag -14, GPR7 antagonist -20, OXTR potentiator -12, TAAR1 antag -14, V1R ag counter -0.8, OXTR ag -0.6, M1 PAM parental 10 and M1 ag parental 1.9.
`CCOC(=O)CNS(=O)(=O)c1cc(-c2nnc(Nc3ccc4c(c3)OCO4)c3ccccc23)ccc1C` gave CHO parental Ca 57*, CHO-K1 Ca antag -4, GPR7 antagonist 36*, OXTR potentiator 1, TAAR1 antag 59*, V1R ag counter -1.5, OXTR ag -2.0, M1 PAM parental 10 and M1 ag parental 3.8.
`CC(C)c1ccc(NS(=O)(=O)c2ccc(Cl)nc2)cc1` gave CHO parental Ca -11, CHO-K1 Ca antag -6, GPR7 antagonist 0, OXTR potentiator -13, TAAR1 antag -6, V1R ag counter 1.9, OXTR ag 5.5, M1 PAM parental 13 and M1 ag parental 7.2.
CC(C)(C)n1ncc2c(=O)n(CC(=O)N3CCCc4ccccc43)cnc21 was read as CHO parental Ca -15, CHO-K1 Ca antag 10, GPR7 antagonist -15, OXTR potentiator -6, TAAR1 antag 5, V1R ag counter 0.9, OXTR ag 0.6, M1 PAM parental -3 and M1 ag parental 1.9.
For CNC(=O)COC(=O)c1cc(-c2ccc(OC)cc2)nc2ccccc12 the results were CHO parental Ca -20, CHO-K1 Ca antag 6, GPR7 antagonist 10, OXTR potentiator -1, TAAR1 antag -8, V1R ag counter -0.2, OXTR ag -0.7, M1 PAM parental -1 and M1 ag parental 0.9.
For Cc1nc(CN2CCCCC2)cc(=O)[nH]1 the results were CHO parental Ca -3, CHO-K1 Ca antag 17, GPR7 antagonist -5, OXTR potentiator -4, TAAR1 antag 19, V1R ag counter 0.4, OXTR ag 0.2, M1 PAM parental 1 and M1 ag parental 0.3.
For Cc1ccc(SCc2c(C(=O)N/N=C/c3cccs3)nnn2-c2nonc2N)cc1 the results were CHO-K1 Ca antag 15, TAAR1 antag 62*, M1 PAM parental -15 and M1 ag parental 2.0.
Clc1ccc2nc(CSc3nncn3-c3ccccc3)cn2c1 was read as CHO parental Ca -2, CHO-K1 Ca antag 7, GPR7 antagonist -3, OXTR potentiator -4, TAAR1 antag 6, V1R ag counter 1.4, OXTR ag 0.6, M1 PAM parental 3 and M1 ag parental 0.3.
`O=C(c1ccncc1)N1CCN(S(=O)(=O)c2cccc([N+](=O)[O-])c2)CC1` gave CHO parental Ca -13, CHO-K1 Ca antag -9, OXTR potentiator 0, TAAR1 antag -28, V1R ag counter 0.5, OXTR ag 1.2, M1 PAM parental 11 and M1 ag parental 0.2.
For CC(=O)N1CCCc2cc(S(=O)(=O)Nc3ccc4c(c3)OCO4)ccc21 the results were CHO parental Ca -13, CHO-K1 Ca antag -4, OXTR potentiator -13, TAAR1 antag 8, V1R ag counter 5.1, OXTR ag 2.6, M1 PAM parental 16 and M1 ag parental 1.7.
Screening COc1cc(C(=O)Nc2cc(C)cc(C)c2)c(-n2cnnn2)cc1OC returned CHO parental Ca -6, CHO-K1 Ca antag -6, GPR7 antagonist -1, OXTR potentiator -4, TAAR1 antag 7, V1R ag counter 5.9, OXTR ag 1.4, M1 PAM parental 4 and M1 ag parental 0.5.
O=C(CNC(=O)C(c1ccccc1)c1ccccc1)N/N=C\c1ccc2c(c1)OCO2 was read as CHO parental Ca 3, CHO-K1 Ca antag -6, GPR7 antagonist -1, OXTR potentiator -1, TAAR1 antag 25, V1R ag counter 0.5, OXTR ag -0.6, M1 PAM parental 17 and M1 ag parental 1.0.
Screening CCCCc1nc2cc(C(=O)NCc3ccccn3)ccc2o1 returned CHO parental Ca 3, CHO-K1 Ca antag 4, GPR7 antagonist 2, OXTR potentiator -6, TAAR1 antag -6, V1R ag counter 0.8, OXTR ag -0.6, M1 PAM parental -21 and M1 ag parental -0.4.
For CCc1nc2ccc(C(=O)Nc3ccc(OC)c(OC)c3)cn2c1N(C)CCC(C)C the results were CHO-K1 Ca antag -14, TAAR1 antag 6, M1 PAM parental 29 and M1 ag parental 2.2.
`Cn1c(=O)c2c(ncn2CC(=O)OCC(=O)Nc2ccc(Cl)cc2)n(C)c1=O` gave CHO parental Ca -7, CHO-K1 Ca antag -16, GPR7 antagonist -11, OXTR potentiator -7, TAAR1 antag 15, V1R ag counter 3.3, OXTR ag 2.4, M1 PAM parental 13 and M1 ag parental 5.6.
For O=C(C1CCCN(Cc2ccccc2)C1)N1CCc2ccccc2C1 (stereo unspecified) the results were CHO parental Ca -27, CHO-K1 Ca antag -6, GPR7 antagonist 0, OXTR potentiator -2, TAAR1 antag 17, V1R ag counter -0.5, OXTR ag -0.3, M1 PAM parental 12 and M1 ag parental 0.0.
Screening Cc1coc2cc3oc(=O)c(CCC(=O)NCCN4CCOCC4)c(C)c3cc12 returned CHO parental Ca -2, CHO-K1 Ca antag 1, GPR7 antagonist 6, OXTR potentiator -9, TAAR1 antag 14, V1R ag counter 5.1, OXTR ag 7.1, M1 PAM parental 14 and M1 ag parental 8.3.
Screening CC(=O)NNc1ncnc2c1cnn2-c1ccccc1 returned CHO parental Ca 7, CHO-K1 Ca antag -11, GPR7 antagonist -3, OXTR potentiator -2, TAAR1 antag -7, V1R ag counter 1.0, OXTR ag 0.9, M1 PAM parental 0 and M1 ag parental 0.6.

The last 4 compounds of the part before come first, to join the parts.
`Cn1c(=O)c2c(ncn2CC(=O)OCC(=O)Nc2ccc(Cl)cc2)n(C)c1=O` gave CHO parental Ca -7, CHO-K1 Ca antag -16, GPR7 antagonist -11, OXTR potentiator -7, TAAR1 antag 15, V1R ag counter 3.3, OXTR ag 2.4, M1 PAM parental 13 and M1 ag parental 5.6.
For O=C(C1CCCN(Cc2ccccc2)C1)N1CCc2ccccc2C1 (stereo unspecified) the results were CHO parental Ca -27, CHO-K1 Ca antag -6, GPR7 antagonist 0, OXTR potentiator -2, TAAR1 antag 17, V1R ag counter -0.5, OXTR ag -0.3, M1 PAM parental 12 and M1 ag parental 0.0.
Screening Cc1coc2cc3oc(=O)c(CCC(=O)NCCN4CCOCC4)c(C)c3cc12 returned CHO parental Ca -2, CHO-K1 Ca antag 1, GPR7 antagonist 6, OXTR potentiator -9, TAAR1 antag 14, V1R ag counter 5.1, OXTR ag 7.1, M1 PAM parental 14 and M1 ag parental 8.3.
Screening CC(=O)NNc1ncnc2c1cnn2-c1ccccc1 returned CHO parental Ca 7, CHO-K1 Ca antag -11, GPR7 antagonist -3, OXTR potentiator -2, TAAR1 antag -7, V1R ag counter 1.0, OXTR ag 0.9, M1 PAM parental 0 and M1 ag parental 0.6.
CCC(Oc1ccccc1)C(=O)Nc1ccccc1C(=O)N1CCN(C)CC1 (stereo unspecified) was read as CHO parental Ca -9, CHO-K1 Ca antag -10, GPR7 antagonist -13, OXTR potentiator -6, TAAR1 antag 29, V1R ag counter 0.3, OXTR ag 0.5, M1 PAM parental 18 and M1 ag parental 6.2.
For CC(C)c1nc2sc3c(=O)[nH]cnc3c2c2c1CCCC2 the results were CHO parental Ca -4, CHO-K1 Ca antag -10, GPR7 antagonist -12, OXTR potentiator -11, TAAR1 antag -9, V1R ag counter 1.3, OXTR ag 1.6, M1 PAM parental 10 and M1 ag parental 0.1.
For CC(=O)Nc1ccc(S(=O)(=O)N2CCCC(C(=O)N3CCN(c4ccccc4)CC3)C2)cc1 (stereo unspecified) the results were CHO parental Ca -7, CHO-K1 Ca antag 5, GPR7 antagonist -2, OXTR potentiator -9, TAAR1 antag -7, V1R ag counter 4.8, OXTR ag 2.8, M1 PAM parental -4 and M1 ag parental 6.5.
For Cc1ccccc1C(=O)Nc1ccc(C(=O)N/N=C/c2ccncc2)cc1 the results were CHO parental Ca -15, CHO-K1 Ca antag 0, GPR7 antagonist -3, OXTR potentiator -5, TAAR1 antag 18, V1R ag counter 1.7, OXTR ag 0.3, M1 PAM parental -4 and M1 ag parental 2.0.
For CC(=O)c1c(C)[nH]c(C(=O)COC(=O)Cc2ccccc2F)c1C the results were CHO parental Ca -7, CHO-K1 Ca antag -12, OXTR potentiator -6, TAAR1 antag 0, V1R ag counter 5.8, OXTR ag 4.3, M1 PAM parental -13 and M1 ag parental 5.7.
For CC(=O)Nc1cccc(NC(=O)c2cccc(S(=O)(=O)N3CCN(Cc4ccccc4)CC3)c2)c1 the results were CHO parental Ca -11, CHO-K1 Ca antag 3, OXTR potentiator -6, TAAR1 antag 11, V1R ag counter 0.8, OXTR ag 0.1, M1 PAM parental -5 and M1 ag parental 1.0.
For Cc1cc(NC2CCCCC2)nc(N2CCOCC2)n1 the results were CHO parental Ca -8, CHO-K1 Ca antag -7, GPR7 antagonist -12, OXTR potentiator -3, TAAR1 antag -4, V1R ag counter 0.2, OXTR ag -1.1, M1 PAM parental 15 and M1 ag parental 0.5.

Screening results from PubChem.
